Screening results deposited in PubChem by several laboratories.
Exocytosis inh = lytic granule exocytosis inhibition | TALL-104 LAMP-1 surface exposure, flow cytometry; cells stimulated with thapsigargin and PMA | inhibition, % at 10 µM | 360,000 tested, 0.66% active;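 active = inhibition above about 55%, limit read from the data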
PDI inh = blocks human protein disulfide isomerase activity. P07237. PDI insulin aggregation turbidity, A650, 90 min. inhibition, % at 10 µM. 350,000 tested, 0.052% active. AID 588391;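 active = mean inhibition across replicates of 30% or more, whatever share of single replicates reach that level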;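 also: absorbance from insulin aggregation driven by PDI reduction with DTT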
MC4R antag cAMP = human MC4R antagonism in cAMP assay; P32245; MC4R-expressing cells, MTII-stimulated cAMP, LANCE TR-FRET; inhibition, % at 6.5 µM; 360,000 tested, 0.48% active;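 active = inhibition above its plate's cutoff, the mean of tested wells on that plate plus 3 SD, cut at about 29% in these data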;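 also: 0% = Melanotan II alone and 100% = Melanotan II plus saturating MCL0020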
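Material – human MC4R-expressing U2OS cells · Repeats – no replicates · Detection – TR-FRET with Eu-cAMP and labeled anti-cAMP, 671 nm · Times – compound 30 min, challenge 1 h, detection 1 h · Compound – single nominal compound dose of 6.5 µM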
HTR2A ag = mouse HTR2A agonism via beta-arrestin recruitment | CHO-K1 mHTR2A beta-arrestin complementation, luminescence; percent of 30 µM serotonin response | activation, % at 7.6 µM | 360,000 tested, 0.66% active | AID 624169;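 active = activation above a run cutoff, the mean activation of all tested compounds plus 3 SD, cut at about 14% in these data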;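 also: 0% = plate median of compound wells and 100% = 30 µM serotonin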
Cardio protect = myocardial damage modulation in H9c2 cells; protection from H2O2 cell death, % at 20 µM; H9c2 cardiomyocytes, H2O2 injury protection, ATPLite, 2 h; 360,000 tested, 0.63% active; AID 588492;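 active = compounds giving at least 50% protection of heart cells from peroxide-induced death in the single-dose screen, raw or plate-pattern-corrected value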;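 also: 0% = DMSO wells with peroxide and 100% = DMSO wells without peroxide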
ABCB6 inh MLPCN = inhibitors of human ABC transporter ABCB6; fluorescence ratio to DMSO, % at 10 µM; K562-ABCB6 porphyrin accumulation, flow cytometry, 1 h; active compounds read low; Q9NP58; 360,000 tested, 0.19% active;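 active = fluorescence ratio to DMSO below 75%, the collection mean minus 3 SD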;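 also: signal is porphyrin accumulated inside mitochondria; 100% equals median channel fluorescence of DMSO control wells; lower ratio means ABCB6 inhibition with less porphyrin fluorescence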
Target sequence (Q9NP58 whole entry, looked up): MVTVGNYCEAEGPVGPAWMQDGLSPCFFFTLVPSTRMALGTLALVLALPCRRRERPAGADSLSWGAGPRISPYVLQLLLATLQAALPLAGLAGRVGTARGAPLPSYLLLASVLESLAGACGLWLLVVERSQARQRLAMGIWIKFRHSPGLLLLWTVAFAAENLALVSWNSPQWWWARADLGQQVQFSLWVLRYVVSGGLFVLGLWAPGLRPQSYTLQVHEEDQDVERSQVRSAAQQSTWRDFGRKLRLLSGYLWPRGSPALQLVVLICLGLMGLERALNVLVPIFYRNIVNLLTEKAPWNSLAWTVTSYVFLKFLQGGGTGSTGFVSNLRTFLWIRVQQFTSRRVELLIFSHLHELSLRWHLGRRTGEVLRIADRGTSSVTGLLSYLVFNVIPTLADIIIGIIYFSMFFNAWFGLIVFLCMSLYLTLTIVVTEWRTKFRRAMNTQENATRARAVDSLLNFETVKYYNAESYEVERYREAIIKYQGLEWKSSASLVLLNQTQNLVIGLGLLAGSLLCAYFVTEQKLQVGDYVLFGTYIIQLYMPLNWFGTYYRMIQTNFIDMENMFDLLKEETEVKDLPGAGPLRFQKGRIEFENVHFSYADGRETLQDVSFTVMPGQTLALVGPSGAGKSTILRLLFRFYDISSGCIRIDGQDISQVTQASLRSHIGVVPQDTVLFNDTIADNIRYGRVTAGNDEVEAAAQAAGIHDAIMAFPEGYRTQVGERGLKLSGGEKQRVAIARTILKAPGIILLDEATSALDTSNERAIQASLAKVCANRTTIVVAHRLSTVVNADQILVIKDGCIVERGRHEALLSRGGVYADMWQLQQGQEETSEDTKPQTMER
ABHD5 PLIN5 PPI = blocks binding of human ABHD5 to perilipin-5; inhibition, % at 4 µM; Q00G26+Q8WTS1; 360,000 tested, 0.78% active; Split G. princeps luciferase complementation, luminescence, 4 h;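 active = inhibition above the mean inhibition across every tested compound plus 3 SD, cut at about 22% in these data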;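 also: 0% = DMSO only wells and the 100% control is not disclosed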
MC4R ag barr = agonists of human melanocortin 4 receptor (MC4R) beta-arrestin; P32245; U2OS MC4R beta-arrestin complementation, luminescence; percent of melanotan II response, DMSO zero; activation, % at 8.9 µM; 360,000 tested, 0.98% active;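 active = activation above a per-plate cutoff, the mean activation of sample wells on that plate plus 3 SD, cut at about 8% in these data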
CaV13 ICDI inh = Primary screen for inhibitors of IQ motif and Ca2+-dependent inactivation inhibitor domain binding in CACNA1D, Förster resonance energy transfer in living cells, … | HEK cells, CFP/YFP FRET ICDI-IQ, plate reader, 10 min; percent FRET-ratio fall versus neutral wells | inhibition, % at 12.3 µM | 340,000 tested, 0.098% active | AID 743397;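 active = mean replicate inhibition of at least 30% and at least 1% of replicates passing that level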;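 also: 0% = median of the neutral control wells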
N-glyco inh = blocks N-linked glycosylation in D54 reporter cells; reporter increase, % at 12.5 µM; D54 ERlucT glycosylation luciferase reporter, 24 h; percent of 100 nM tunicamycin response; 360,000 tested, 0.23% active; AID 588692;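 active = mean luciferase reporter signal, scaled so untreated is 0 and the glycosylation-blocking control 100, at or above a set limit in every replicate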;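 also: luciferase carries N-glycosylation sites so blocking glycosylation raises the light; 0% = median of neutral control wells and 100% = median of 100 nM tunicamycin wells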
The depositor's hits bear a star; · = no result given.

Order of results – Exocytosis inh | PDI inh | MC4R antag cAMP | HTR2A ag | Cardio protect | ABCB6 inh MLPCN | ABHD5 PLIN5 PPI | MC4R ag barr | CaV13 ICDI inh | N-glyco inh
1. Cc1ccc(S(=O)(=O)Cn2nnnc2C(c2ccc(F)cc2)N2CCCCC2)cc1 (stereo unspecified)
    -2 | 1 | 5 | 0 | -4 | 94 | -1 | -0.7 | · | -2
2. O=C(CCS(=O)(=O)c1cccc2nonc12)NCc1ccc(Cl)cc1
    3 | 7 | -7 | 1 | -3 | 89 | 0 | -2.2 | -2 | -1
3. COC(=O)c1ccc(NCCc2csc(-c3ccc(C)cc3)n2)c([N+](=O)[O-])c1
    0 | 5 | 8 | 11 | -10 | 90 | 8 | 1.4 | -6 | 0
4. Cc1ccccc1CN1C(=O)[C@H]2Cc3c([nH]c4ccccc34)C(C)(C)N2C1=O
    6 | 3 | 14 | 8 | -2 | 101 | 2 | -0.4 | -6 | -1
5. CCOC(=O)c1c(C)[nH]c(C)c1C=O
    0 | 2 | 2 | 4 | -1 | 97 | 6 | -0.7 | 0 | 2
6. O=C(CCc1ccccc1)NNC(=O)CCc1ccccc1
    5 | 8 | -2 | 1 | 6 | 92 | -1 | -1.7 | -18 | 1
7. O=C(NCc1ccccn1)c1coc(=O)c(Br)c1
    1 | -9 | 0 | -1 | -1 | 92 | -3 | -0.9 | -6 | 5
8. CN(CC(=O)Nc1ccc(F)c(F)c1)S(=O)(=O)c1cccc2cccnc12
    0 | -2 | -2 | 2 | -4 | 99 | 5 | -1.1 | -2 | 2
9. Cc1ccc(S(=O)(=O)N2CCOCC2)cc1NC(=O)COC(=O)c1ccc(Cl)nc1
    1 | -6 | 4 | 6 | 8 | 93 | 4 | -4.6 | -7 | 3
10. CS(=O)(=O)N(CCc1ccccc1)CC(=O)Nc1ccc(OCc2ccccc2)cc1
    -5 | -2 | 0 | -7 | -26 | 93 | -5 | -0.4 | -5 | -4
11. CCOC(=O)c1c(-c2ccccc2)oc2ccc(OC)cc12
    -2 | 1 | 6 | -1 | -13 | 88 | -6 | 1.7 | -7 | 3
12. CCC1CCc2c(sc3ncnc(N4CCOCC4)c23)C1 (stereo unspecified)
    -1 | 16 | 14 | 1 | -6 | 96 | 2 | -0.6 | · | -5
13. COc1ccc(-c2nnc(SCC(=O)N(C)C3CCS(=O)(=O)C3)n2CC(C)C)cc1 (stereo unspecified)
    0 | 13 | 3 | 0 | 6 | 100 | 7 | 0.0 | -7 | 1
14. COC(=O)C(C)Oc1ccc2c(c1)O/C(=C\c1cccc(Br)c1)C2=O (stereo unspecified)
    2 | 4 | -1 | 9 | 0 | 91 | -2 | 0.4 | -3 | 0
15. CC(=O)Nc1cc(NC(C)=O)c2nc(N)sc2c1
    -4 | 2 | 3 | 1 | 5 | 92 | 1 | -1.1 | · | 0
16. O=C1OCC2=C1C(c1ccccc1)CC(=O)N2c1ccccc1 (stereo unspecified)
    6 | -12 | -2 | 0 | -1 | 102 | -3 | -1.4 | -3 | 2
17. CCOC(=O)C1CCCN(C(=O)c2cc3nc(-c4ccc5c(c4)OCO5)cc(C(F)(F)F)n3n2)C1 (stereo unspecified)
    3 | -2 | -43 | -3 | 0 | 103 | 4 | 0.5 | -8 | -4
18. Nc1ccc(N2CCOCC2)c(S(=O)(=O)Nc2cc(Cl)ccc2Cl)c1
    -2 | 5 | -3 | -13 | -3 | 102 | -6 | -0.6 | -3 | -3
19. N#Cc1c(-c2ccccc2Cl)c2c([nH]c1=O)-c1ccccc1OC2
    -11 | -3 | 11 | 5 | 0 | 98 | -3 | 0.8 | 5 | 0
20. CC(=O)Nc1ccc(S(=O)(=O)NNC(=O)C2CCCCC2)cc1
    6 | -15 | 1 | 5 | -5 | 98 | 5 | 1.9 | · | 0
21. COc1ccc(-c2ccc(/C=N/NC(=O)c3cccnc3)o2)c([N+](=O)[O-])c1
    -1 | -1 | -2 | -4 | 11 | 120 | -2 | 1.9 | -10 | 3
22. Cc1c(NC(=O)C2CCN(S(=O)(=O)c3cccs3)CC2)c(=O)n(-c2ccccc2)n1C
    -4 | -2 | -7 | 1 | 3 | 101 | 6 | -3.4 | -2 | 0
23. Cc1cc2c(cc1C)NC(=O)CC(c1ccccc1)=N2
    -12 | 9 | -4 | -4 | -4 | 479 | -1 | -3.5 | -8 | -3
24. COc1ccc(NC(=O)CN2C(=O)CSc3ccc(S(=O)(=O)N4CCCC4)cc32)cc1OC
    -3 | 8 | 9 | 2 | 5 | 100 | -5 | -1.0 | -12 | -1
25. O=[N+]([O-])c1ccc(-c2ccc(/C=N/n3cnnc3)o2)c(Br)c1
    -9 | 7 | -9 | -2 | 3 | 107 | 4 | -0.8 | -2 | 1
26. C=CCNC(=O)CN1N=C(c2ccc(C)cc2)CCC1=O
    8 | -11 | 13 | 1 | 4 | 97 | 2 | 1.2 | -5 | 3
27. COc1ccc(NC(=O)c2sc3nc(N4CCOCC4)c4c(c3c2N)CC(C)(C)OC4)c(OC)c1
    1 | -4 | 6 | -1 | 8 | 98 | -3 | -2.6 | -2 | 3
28. COc1ccc(C(CNC(=O)Nc2ccccc2)N2CCN(C)CC2)cc1 (stereo unspecified)
    5 | -3 | 5 | 9 | 5 | 97 | -1 | -0.6 | -15 | -1
29. Cc1ccc(Nc2nc(N)nc(N)c2N=O)cc1Cl
    0 | · | · | 0 | · | 100 | 2 | · | -13 | ·
30. CC1=C(C)C(=O)N(c2ccc(C(=O)O)cc2)C1=O
    2 | -3 | 8 | -2 | -3 | 99 | -2 | -1.9 | -7 | 1
31. CCOC(=O)c1[nH]c2ccc(OC)cc2c1NC(=O)CCN1CCN(Cc2ccccc2)CC1
    -1 | -5 | -1 | 0 | 14 | 84 | -6 | -0.3 | -2 | -1
32. C/C(CC(=O)NC1CCCCC1)=N\NC(=O)c1ccccn1
    -8 | 5 | 1 | 1 | 3 | 102 | 3 | 1.5 | 1 | 0
33. COc1ccccc1N1CCN(C(=O)c2ccc(NS(=O)(=O)c3ccc(C)cc3)cc2)CC1
    -1 | 9 | 8 | -2 | -8 | 105 | 7 | -2.3 | -3 | 7
34. Cc1cccc(C2NC(c3cccc(C)c3)C([N+](=O)[O-])C(C)(C)C2[N+](=O)[O-])c1 (stereo unspecified)
    -1 | -2 | 6 | 7 | -3 | 97 | -1 | -1.5 | -6 | -5
35. CC1=CC(C)C2C(=O)N(c3ccccc3)C(=O)C2C1 (stereo unspecified)
    2 | 1 | 2 | -1 | 4 | 95 | -2 | -0.7 | -8 | 0
36. C[C@H](NC(=O)[C@@H]1CCCN1C(=O)OC(C)(C)C)c1ccccc1
    0 | · | · | -1 | · | 97 | 5 | · | -6 | ·
37. Cc1nn(Cc2ccccc2Cl)c(C)c1C(=O)NCc1ccco1
    -3 | -1 | 10 | 3 | -3 | 113 | -3 | -0.3 | -5 | 0
38. CN(CC(=O)Nc1ccccc1Cl)C(=O)COC(=O)c1ccc(Cl)cc1[N+](=O)[O-]
    20 | -3 | 6 | -1 | -2 | 92 | -2 | -3.1 | -6 | 1
39. COc1cccc(C(=O)Nc2ccc(-c3nnc(-c4ccco4)o3)cc2)c1
    9 | -3 | 9 | -2 | 46 | 91 | 6 | -0.7 | · | 1
40. Cc1cccc(CNc2ncnc3ccc(-c4ccc5c(c4)OCCO5)cc23)c1
    -7 | -6 | 3 | 1 | -6 | 91 | 7 | 1.5 | -6 | -3
41. O=C1NCCN1c1ccc(CN2CCN(C3CCCCC3)C(CCO)C2)cc1 (stereo unspecified)
    8 | 1 | 1 | 1 | 2 | 103 | 10 | 0.5 | 1 | 0
42. COc1ccc(NC(=O)CN2CCN(c3ccccc3Cl)CC2)cc1
    3 | 12 | 20 | -2 | 15 | 103 | 3 | 1.1 | · | -1
43. C=CCn1ncc(OC)c(Cl)c1=O
    -3 | -4 | 4 | -1 | 2 | 96 | -1 | -2.4 | -7 | 1
44. O=C(COc1ccc(-c2nnco2)cc1)N1CCN(S(=O)(=O)c2ccc3ccccc3c2)CC1
    0 | 8 | -1 | 1 | -7 | 95 | -6 | -1.7 | -5 | -2
45. COc1ccc(OC)c(/C=C2\S/C(=N/NC(=O)c3ccc4ccccc4c3)NC2=O)c1
    0 | -11 | -3 | 4 | 58* | 97 | 5 | -5.0 | -5 | 0
46. Cc1cccc2cc(CN(Cc3ccccc3)C(=O)c3cccc(F)c3)c(Cl)nc12
    10 | -2 | 4 | 0 | -5 | 98 | -5 | -1.3 | -5 | -5
47. CCN(CC(=O)Nc1cccc(F)c1)Cc1nc2ccccc2c(=O)[nH]1
    4 | -3 | -4 | 1 | 1 | 88 | -4 | -0.8 | 7 | -1
48. CC1(c2nc3ccccc3[nH]2)CCC2=Nc3ccccc3CN21 (stereo unspecified)
    -1 | · | · | 3 | · | 88 | 9 | · | -5 | ·
49. CC(=O)Cc1nsc(NC(=O)C2Cc3ccccc3C(=O)O2)n1 (stereo unspecified)
    -11 | · | 6 | 7 | 6 | 101 | 9 | -0.4 | -6 | 2
50. COC(=O)C1=C(C)N(C)C(C)=C(C(=O)OC)C1c1ccccn1
    -4 | 4 | 1 | 1 | -9 | 104 | 2 | -1.0 | -5 | 4

(cont.)
Order of results – Exocytosis inh | PDI inh | MC4R antag cAMP | HTR2A ag | Cardio protect | ABCB6 inh MLPCN | ABHD5 PLIN5 PPI | MC4R ag barr | CaV13 ICDI inh | N-glyco inh
51. Cc1cc(=O)oc(C)c1C(=O)Nc1ccc2nsnc2c1
    4 | 5 | 5 | -2 | 5 | 101 | -1 | 0.7 | · | 0
52. C=CCn1c(-c2ccccc2[N+](=O)[O-])n[nH]c1=S
    -1 | 0 | 1 | 0 | 5 | 98 | -1 | -1.7 | 3 | 2
53. NNc1nc(-c2ccccc2Cl)nc2sc3c(c12)CCCC3
    -6 | 0 | 9 | 1 | 0 | 101 | 2 | -1.1 | -3 | 0
54. CC1CCCC(C(=O)OCc2ccccc2)N1 (stereo unspecified)
    4 | 2 | 15 | 3 | 0 | 105 | -6 | 0.8 | -4 | 0
55. O=c1c(-c2ccccc2Cl)c[nH]n1-c1ccccc1
    2 | -1 | 5 | -5 | -3 | 91 | 0 | -1.5 | -5 | 1
56. Cc1cccc(NCc2nc(SCC(=O)Nc3ccccc3Br)n[nH]2)c1
    1 | -1 | 3 | -2 | -3 | 97 | 0 | -1.0 | -6 | 1
57. O=C(CN(Cc1ccccc1)S(=O)(=O)c1ccc(F)cc1)NCc1ccccn1
    23 | -1 | 7 | -5 | 3 | 92 | 1 | -0.4 | -5 | 2
58. CCOC(=O)COc1ccc(CCNC(C)=O)cc1
    0 | 22 | 2 | 4 | -17 | 98 | 2 | -1.3 | -9 | 0
59. CCOc1cc2c(cc1OCC)C(c1ccc(C(=O)O)cc1)NCC2 (stereo unspecified)
    -2 | 2 | 18 | -8 | 2 | 99 | -17 | -1.1 | -2 | 1
60. COc1ccc(NC(=O)c2ccco2)cc1N
    -2 | 7 | -2 | 5 | 25 | 101 | 5 | -0.2 | · | 2
